SIAE inh: human SIAE inhibitors, primary screen, biochemical, fluorescence polarization, FP-Rh probe, 1536-well HTS; Sialate O-acetylesterase (Homo sapiens), Q9HAT2; SIAE FP-Rh probe binding; inhibition, % at 9.66 µM; actives 0.69% (n = 370,000); AID 1053197, 2014;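 active = inhibition above a cutoff: mean of compounds within the control limits plus 3 SD of those, cut at about 17% in these data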;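 also: 0% = plate median of compound wells and 100% = probe without SIAE protein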
LEDGF integ inh: blockers of LEDGF/p75-dependent integrase strand transfer – biochemical, TR-FRET, high throughput, primary screen; inhibition, % at 3.7 µM; TR-FRET IN-LEDGF/p75 DNA integration, Eu/Cy5; actives 0.64% (n = 370,000); AID 743269, 2014; HIV-1 integrase (with human LEDGF/p75);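 active = inhibition above the screen-wide mean plus 3 SD, cut at about 13% in these data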;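 also: signal is the Cy5 over europium emission ratio at 671 and 618 nm; 0% = plate median of compound wells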
PRMT1 inh: PRMT1 methyltransferase inhibitors, primary screen, biochemical, fluorescence polarization. Protein arginine N-methyltransferase 1 (Homo sapiens), Q99873. recombinant PRMT1, activity-based probe fluorescence polarization. inhibition, % at 2.79 µM. actives 1.3% (n = 370,000). AID 652257, 2013;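 active = inhibition above about 21% made by adding two undisclosed values, limit read from the data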
TCR-CD3 inh: inhibitors of human TCR-CD3 interaction, primary screen, biochemical, fluorescence, TAMRA-labeled TCR probe; T-cell receptor (TCR); actives 0.37% (n = 360,000); AID 651800, 2012; inhibition, % at 9.4 µM; in the data active = inhibition above about 19%;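 also: recombinant mutant TCR 2C K166C tagged with TAMRA read by polarization; 0% = receptor in buffer alone and 100% = receptor with positive control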
UHRF1 binding: UHRF1 methylated DNA binding inhibitors, primary screen, counter-screen for MBD2 inhibitor project, biochemical, TR-FRET, human UHRF1, single concentration; E3 ubiquitin-protein ligase UHRF1 (Homo sapiens), Q96T88; UHRF1 binding to methylated oligo; inhibition, % at 4.4 µM; actives 0.75% (n = 370,000); in the data active = inhibition above about 21%;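 also: UHRF1 SRA domain binding a hemimethylated CpG hairpin DNA probe; 0% = median of test compound wells and 100% = reference inhibitor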
DDE Tn7 FP inh: inhibitors of Tn7 peptide binding to fibrin DD(E), primary screen, biochemical, fluorescence polarization, human fibrin, Tn7 probe. Fibrinogen beta chain (Homo sapiens), P02675. FP displacement of FITC-Tn7 peptide from fibrin DD(E); 0% = median of compound wells per plate. inhibition, % at 8.3 µM. actives 0.13% (n = 370,000). AID 720508, 2013;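 active = inhibition above the mean of compounds falling within the control limits plus 3 SD of them, cut at about 14% in these data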;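 also: 0% = plate median of compound wells and 100% = 10 µM Aha-Tn7 peptide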
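Assay system: Human fibrin DD(E) protein | Medium: Tris buffer with calcium and detergent, pH 7.8 | Reagent: 0.1 µM fluorescent Tn7 | Compound dosing: Single point at 8.3 µM | Times: 10 min preincubation, 3 h with tracer, room temperature | Detection: Fluorescence polarization of the labelled Tn7 tracer | Controls: Aha-Tn7 high control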
DDE Tn6 FP inh: inhibitors of Tn6 peptide binding to fibrin DD(E), primary screen, biochemical, fluorescence polarization, human fibrin, Tn6 probe; Fibrinogen beta chain (Homo sapiens), P02675; Fibrin DD(E) TRITC-Tn6 fluorescence polarization displacement; inhibition, % at 8.3 µM; actives 0.21% (n = 370,000); AID 720509, 2013;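 active = inhibition above a per-campaign cutoff: mean of compounds within control limits plus 3 SD, cut at about 15% in these data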;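 also: 0% = median of all compound wells on the plate and 100% = blocking peptide control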
MBD2 inh: inhibitors of MBD2 binding to methylated DNA, primary screen, biochemical, TR-FRET, DNA-binding domain, human | Methyl-CpG-binding domain protein 2 (Homo sapiens), Q9UBB5 | actives 0.31% (n = 370,000) | inhibition, % at 4.4 µM | MBD2 binding to methylated oligonucleotide; in the data active = inhibition above about 13%
Target sequence (Q9UBB5 whole entry, looked up, the tested form may be a part): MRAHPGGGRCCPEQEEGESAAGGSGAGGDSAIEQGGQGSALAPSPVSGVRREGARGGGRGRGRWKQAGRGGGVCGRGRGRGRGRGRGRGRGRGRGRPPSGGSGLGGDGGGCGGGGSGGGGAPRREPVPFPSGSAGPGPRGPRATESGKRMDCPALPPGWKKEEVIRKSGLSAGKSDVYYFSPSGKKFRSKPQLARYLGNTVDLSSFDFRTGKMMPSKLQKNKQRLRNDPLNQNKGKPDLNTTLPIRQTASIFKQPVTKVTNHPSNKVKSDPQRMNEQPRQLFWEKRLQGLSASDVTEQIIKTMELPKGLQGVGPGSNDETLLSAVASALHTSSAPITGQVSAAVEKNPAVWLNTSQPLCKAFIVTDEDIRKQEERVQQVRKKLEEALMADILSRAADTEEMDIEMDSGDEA
TDP2 absorb: human TDP2 enzyme inhibitors, primary screen, biochemical, epi absorbance, recombinant enzyme; Tyrosyl-DNA phosphodiesterase 2 (Homo sapiens), O95551; T5PNP hydrolysis, p-nitrophenol absorbance 415 nm; inhibition, % at 12.8 µM; actives 0.34% (n = 370,000);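 active = inhibition above the mean of all tested compounds plus 3 SD, set per campaign, cut at about 25% in these data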;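 also: 0% = DMSO with enzyme and 100% = buffer with substrate but no TDP2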
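System – recombinant human TDP2 · Amount – 120 nM TDP2 per well · Buffer or medium – Mg2+-containing Tris-HCl buffer, pH 7.5 · Reagent – T5PNP substrate, 5 mM · Dosing – 12.8 µM single point, 1% DMSO · Incubation – 2 h at 37 °C · Measured by – epi absorbance · Read-out basis – percent inhibition · Benchmarks – high control without enzyme, low control DMSO plus TDP2 · Repeats – singlicate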
KLK7 zymogen act: proKLK7 zymogen activators, primary screen, biochemical, fluorescence intensity; Kallikrein-7 (Homo sapiens), P49862; purified proKLK7, EDANS-DABCYL substrate fluorescence; 100% is mature enzyme control, 0% vehicle; activation, % at 7 µM; actives 0.9% (n = 370,000);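 active = activation above the mean of all tested compounds plus 3 SD, computed per campaign excluding outliers beyond control limits, cut at about 13% in these data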
Target sequence (P49862 whole entry, looked up): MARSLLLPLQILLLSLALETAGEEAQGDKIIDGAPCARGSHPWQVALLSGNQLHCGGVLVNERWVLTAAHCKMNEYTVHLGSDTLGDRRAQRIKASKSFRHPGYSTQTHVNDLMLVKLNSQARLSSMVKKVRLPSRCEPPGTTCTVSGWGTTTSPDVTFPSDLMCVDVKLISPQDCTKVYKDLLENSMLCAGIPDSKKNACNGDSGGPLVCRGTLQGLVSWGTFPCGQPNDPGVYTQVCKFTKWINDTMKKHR
* = called active by the depositor.

SMILES	SIAE inh	LEDGF integ inh	PRMT1 inh	TCR-CD3 inh	UHRF1 binding	DDE Tn7 FP inh	DDE Tn6 FP inh	MBD2 inh	TDP2 absorb	KLK7 zymogen act
CCNC(=O)c1c(O)c2c([nH]c1=O)CCCC2	4	2	-2	1	0	1	8	2	-7	0.3
COc1cc(C(=S)N2CCC(C)CC2)ccc1O	0	-1	17	-1	-2	0	-3	5	-9	0.1
COc1ccc(-c2c(C)nn3c(N4CCN(Cc5ccccc5)CC4)cc(C)nc23)cc1OC	8	-3	0	6	-2	0	2	2	9	-0.8
CC(=O)N(CCCCN1C(=O)c2ccccc2C1=O)c1ccc(C)cc1	4	0	1	9	0	-1	-5	-6	9	-0.1
CCCn1nnnc1NCc1ccccc1F	-2	-2	3	-7	3	6	6	4	-1	-0.3
Cc1cc(C(=O)N/N=C/c2ccc(-c3cccc([N+](=O)[O-])c3)o2)n[nH]1	5	1	-2	3	-8	1	-7	2	7	0.3
CCCc1cc(=O)[nH]c(SCC(=O)N(C)CC(=O)Nc2ccc(F)cc2)n1	0	2	2	9	-1	-5	-6	-3	-3	0.1
O=C(Oc1ccc(-c2ccccc2)cc1)C1C2CCCCC21 (stereo not given)	3	10	-3	0	-1	6	0	3	-1	0.7
O=C1CC2(CCN(C(=O)c3ccc([N+](=O)[O-])cc3)CC2)Oc2ccccc21	-1	3	2	6	1	-4	-5	0	6	-0.3
COc1cc2c(C(=O)NCCCN3CC(C)CC(C)C3)cn(CC(C)C)c(=O)c2cc1OC (stereo not given)	-4	-2	-1	4	1	-4	-2	-1	-9	-0.3
O=C(CNC(=O)c1ccc(Br)o1)NCc1ccc(Cl)cc1	-1	0	-4	8	-5	5	-8	-10	0	-0.1
N#CN=C(c1ccccc1)c1ccccc1	-2	-1	-3	-1	0	1	2	-4	18	0.7
COC(=O)c1c(NC(=O)c2ccoc2C)sc2c1CCC2	-3	3	2	0	0	8	-3	-1	3	-7.5
Cc1nn(-c2ccccc2)c2sc(-c3n[nH]c(=S)o3)cc12	-19	0	14	5	-4	9	-11	-3	6	-21
COC1(c2ccccc2)NC(=S)NN=C1c1ccccc1 (stereo not given)	2	-2	7	10	-2	-5	-1	-5	0	0.2
COc1ccc(OC)c(S(=O)(=O)N2CCC(C(=O)NC(C)c3ccccc3)CC2)c1 (stereo not given)	6	-1	0	2	2	-12	-3	-1	4	0.2
C=CCn1c(SCC2=C(C(=O)OCC)C(C)NC(=O)N2)nnc1C1CCCCC1 (stereo not given)	4	0	-4	3	0	5	5	0	6	-0.4
Cc1n[nH]c(C)c1CCN(C)Cc1cn(C)nc1-c1ccccc1F	-4	2	7	-2	6	9	3	7	-17	0.7
Cc1ccc(C(=O)c2ccc([N+](=O)[O-])cc2)cc1C	5	0	-2	-3	3	6	-2	6	2	0.4
COC(=O)c1ccc(NC(=O)c2ccccc2N(C)S(C)(=O)=O)cc1	5	4	1	-1	2	2	3	1	-5	0.4
O=C1c2cccnc2C(=O)N1Cc1ccc(S(=O)(=O)N2CCOc3ccccc32)cc1	-2	-8	3	4	1	2	3	3	-4	-0.1
CCN(CC)S(=O)(=O)c1ccc2c(c1)nc(SCn1nnc3ccccc3c1=O)n2CC	2	1	22*	-4	6	2	-1	1	-10	-0.2
Cc1ccc(N/N=C/c2ccc(N3CCOCC3)cc2)cc1C	2	-2	3	1	-2	-4	-2	0	-4	-0.9
O=C(NCc1cccnc1)c1cc(C2CCCCN2S(=O)(=O)Cc2ccccc2)on1 (stereo not given)	-4	3	-1	-1	-1	-1	-1	4	4	0.4
COc1ccccc1C(=O)NNC(=O)c1cc2ccccc2cc1O	5	-11	1	12	-1	-5	-6	0	4	-0.8
CC(NC(=O)C(=O)N1CCOCC1)C(c1cccs1)N1CCN(c2ccccc2F)CC1 (stereo not given)	-9	-6	0	-13	1	-1	3	3	-11	-0.5
O=C(N=C1SCC(=O)N1c1ccccc1)c1ccco1	-6	-1	13	-19	-3	-1	2	-5	-6	-81
CC(C)CNC(=O)COC(=O)c1cccc(S(=O)(=O)NCC(F)(F)F)c1	-5	-2	2	0	1	5	-4	-3	3	0.1
CCCn1c(SCC(=O)c2cc(C)c(C)cc2C)n[nH]c1=O	9	2	4	5	-1	-1	-3	9	-6	-0.5
COc1ccccc1C(=O)Nc1cccc2nc(C)ccc12	-8	-3	1	-4	-1	5	4	-1	-9	0.2
CC(=O)NN1C(=O)c2ccc(Oc3ccc([N+](=O)[O-])cc3)cc2C1=O	2	6	-3	-2	-4	-6	3	3	0	-0.7
Cc1cccc(OCC(O)Cn2c(=N)n(CCN3CCOCC3)c3ccccc32)c1 (stereo not given)	10	1	-1	5	-3	3	13	2	7	-0.4
COc1ccc(NC(=O)N(C)C[C@H]2Oc3ccc(NC(=O)CCC(F)(F)F)cc3C(=O)N([C@H](C)CO)C[C@@H]2C)cc1	9	-1	0	7	-4	2	3	-3	0	0.3
O=C(NC1CCCCC1)c1ccc2ccccc2c1	-3	3	-7	-5	0	2	-2	-6	-1	-0.4
CCn1c(SCC(=O)Nc2cc(C)ccc2C)nnc1-c1cnccn1	4	3	-2	-5	-3	3	-3	1	8	0.1
COc1ccc(-n2c(SCC(=O)NC3CCCCC3)nc3ccsc3c2=O)cc1	7	3	-2	10	-1	-8	4	-1	-5	-0.7
CN(Cc1ccccc1)C(=O)COC(=O)COc1ccc(C#N)cc1	-11	6	-3	5	2	-7	-9	2	-13	0.2
CCCCn1c2ccccc2c2cc(CC(N)=O)ccc21	-6	-1	-2	3	0	3	-2	-4	-13	0.0
CN(CC(=O)Nc1ccccc1Br)C(=O)c1ccccc1Sc1ccccc1C#N	5	-5	2	-11	0	4	-3	3	-5	0.3
COc1ccc(/C=C/CN2CCCC(CCC(=O)NCc3ccc(F)c(F)c3)C2)cc1 (stereo not given)	-9	-4	3	-4	1	-3	0	0	-6	0.1
CCc1nnc(NC(=O)c2cccnc2)s1	-1	-4	1	4	-1	5	3	-2	12	-0.2
C/C=C1\COC(C(=O)NCCN2CCCC2)(C(F)(F)F)C=C1C=C1CCCCC1 (stereo not given)	-5	-1	-1	2	-3	-6	1	3	-15	-0.1
CCc1ccc(OCC(=O)N(CC)CC)cc1	6	0	-2	4	1	7	7	-9	6	0.4
O=C(O)CCC(=O)N1CCC(n2nnc3cc(C(F)(F)F)ccc32)CC1	4	1	0	1	-4	4	1	-1	7	-0.1
Cn1c(CNC2CCCCC2)c(C#N)c2ccccc21	2	2	0	-7	0	2	-3	-7	0	-0.2
CCC(=O)Nc1nnc(S(=O)(=O)N(CC)c2ccc(OC)cc2)s1	0	5	-7	2	-1	1	-1	-3	14	-0.3
Cc1nn(C)cc1CNC(=O)c1ccccc1Br	-1	2	1	0	0	-3	8	3	-2	0.6
CCc1ccccc1NC(=O)CN(C)C(=O)Cn1cnc2ccc(Cl)cc2c1=O	5	0	-2	-2	3	0	2	-3	17	0.2
CC(O)(c1ccccc1)c1nc(-c2cccc(F)c2)cs1 (stereo not given)	-1	0	-8	6	-3	2	2	-5	5	-0.1
O=Cc1ccc(OCc2cn3ccccc3n2)cc1	6	4	-2	-3	5	2	-5	3	-3	0.4
